Source: PubChem BioAssay (National Center for Advancing Translational Sciences (NCATS))
KB-V1 cytotox – KB-V1 MDR subline cytotoxicity; Potency, µM (highest dose often 46.1 µM), for inactives: at the highest dose activity change, negative = cytotoxicity, hits mostly cytotoxic; KB-V1 MDR cells viability, CellTiter-Glo, 72 h; actives 3.4% (n = 400,000); note: % is set by controls: 0 for no effect and ±100 for the full control effect; nearly all actives have a fitted effect of over 60% in size
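Cells of the MDR subline KB-V1 are plated, dosed with compound at multiple concentrations, and incubated 72 h at 37 degrees C; CellTiter-Glo is then added and luminescence read after 10 min.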
HT1080 IDH1KD tx – toxicity to HT-1080 IDH1 knockdown cells (counter line); HT-1080 IDH1 knockdown viability, ATP luminescence, 48 h; Potency, µM (titrated, usually from 46.1 µM), for the others: at the top dose activity, negative = toxicity, usual class: cytotoxic; actives 2% (n = 360,000);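 note: 0% = DMSO wells and -100% = cell-free medium wells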
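HT-1080-IDH1KD cells (IDH1 knocked down), 750/well in RPMI with 5% FBS, treated with compound 48 h at 37 degrees C. Viability by CellTiter-Glo luminescence, normalised to DMSO and no-cell wells; concentration-response curves classed.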
TDP-43 yeast inh – TDP-43 toxicity inhibition in yeast; TDP-43 expressing yeast growth rescue, BacTiter-Glo, 24 h; Potency, µM (top dose mostly 46.1 µM), for inactives: at the highest dose growth rescue (activation), usual class: activators; actives 1.8% (n = 410,000); AID 652104; note: % of control where 0% means no effect; nearly all actives have a fitted effect of over 50% in size
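Yeast expressing TDP-43 (pregrown in raffinose, seeded at OD600=0.02 in galactose medium) exposed to compounds 24 hr at 30 deg C. Growth read by BacTiter-Glo luminescence; rescue of toxicity appears as increased signal.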
GLP1R ag – GLP-1 receptor (human) agonism. P43220. AID 624172. actives 0.007% (n = 380,000). HEK293 GLP-1R CRE-luciferase, luminescence, 4-6 h; cells express a hypersensitive GLP-1R form. Potency, µM (top dose mostly 45.6 µM), for inactives: top-dose activation, most hits filed as activators; note: % of control where 0% means no effect
Target sequence (P43220 whole entry, looked up): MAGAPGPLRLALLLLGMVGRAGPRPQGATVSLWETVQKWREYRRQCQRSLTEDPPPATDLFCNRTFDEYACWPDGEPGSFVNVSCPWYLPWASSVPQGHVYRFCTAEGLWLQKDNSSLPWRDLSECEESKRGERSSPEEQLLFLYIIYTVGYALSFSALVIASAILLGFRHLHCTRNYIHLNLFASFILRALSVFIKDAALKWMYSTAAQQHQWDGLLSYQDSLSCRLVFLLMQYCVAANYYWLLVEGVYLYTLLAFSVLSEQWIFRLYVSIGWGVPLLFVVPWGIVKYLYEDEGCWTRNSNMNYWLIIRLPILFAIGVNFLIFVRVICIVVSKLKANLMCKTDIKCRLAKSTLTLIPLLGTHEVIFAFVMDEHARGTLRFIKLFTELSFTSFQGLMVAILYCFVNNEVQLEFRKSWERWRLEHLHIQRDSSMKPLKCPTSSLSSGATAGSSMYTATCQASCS
HT1080NT lethal – kills 2HG-producing HT-1080-NT fibrosarcoma cells | HT-1080-NT fibrosarcoma viability, CellTiter-Glo ATP luminescence, 48 h | Potency, µM (series often up to 46.1 µM), without a hit: at the top dose activity, negative = less viability, most hits filed as cytotoxic | actives 1.6% (n = 360,000) | AID 686970;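 note: NT is the 2HG producing partner of a matched IDH1 knockdown line; 0% = DMSO-treated cells and -100% = media-only wells without cells; nearly all actives have a fitted effect of over 55% in size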
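Compounds were tested in concentration-response format on HT-1080-NT cells for 48 hours at 37 degrees C. Cell viability came from CellTiter-Glo luminescence; curves were classified by r2, response magnitude and activity.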
SW480 rerep – induces DNA re-replication in SW480 colon adenocarcinoma cells; SW480 DNA re-replication, Hoechst DNA content imaging, 48 h; actives 1.8% (n = 340,000); Potency, µM (doses to about 46.1 µM), for the others: at the highest dose re-replication activation, usual class: activators; note: % of control where 0% means no effect; nearly all actives have a fitted effect of over 55% in size
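Image-based DNA-content assay: after two days of treatment, nuclei were labelled with the DNA dye Hoechst and imaged, and hits were compounds raising the count of nuclei showing high fluorescence intensity.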
KB-3-1 tox – kills parental KB-3-1 adenocarcinoma cells; Potency, µM (top dose mostly 46.1 µM), without a hit: top-dose activity change, negative = cytotoxic, most hits filed as cytotoxic; AID 1347075; KB-3-1 viability, CellTiter-Glo ATP luminescence, 72 h; actives 1.4% (n = 400,000); note: % is set by controls: 0 for no effect and ±100 for the full control effect; nearly all actives have a fitted effect of over 60% in size
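Parental KB-3-1 adenocarcinoma cells in phenol-red-free DMEM with 10% FBS were pin-treated with compounds at several concentrations, incubated 72 h at 37 °C, and viability read by CellTiter-Glo luminescence; concentration-effect curves were fitted after normalization.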
HEK293 tox – cytotoxic in the GLP-1 receptor inverse agonist counter-screen; HEK293 cAMP-luciferase reporter cells, luminescence, 24 h; Potency, µM (doses to about 38.3 µM), inactives show at the highest dose activity change, negative = inhibition, usual class: inhibitors; actives 0.13% (n = 410,000); AID 624418;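 note: loss of luciferase light is scored as toxicity; % is set by controls: 0 for no effect and ±100 for the full control effect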
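Compound-treated cells are incubated 24 hr at 37 deg C under 5% CO2 after a 12 hour attachment period, then luciferase detection reagent is added and luminescence is measured following 12 min at room temperature; lowered signal indicates toxicity.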
GLP1R inv ag – inverse agonists of human GLP-1 receptor | P43220 | HEK293 GLP-1R CRE-luciferase, luminescence, 24 h; GLP-1R form is constitutively active | Potency, µM (doses to about 38.3 µM), inactives show at the highest dose activity change, negative = inhibition, most hits filed as inhibitors | actives 1.6% (n = 410,000); note: % is set by controls: 0 for no effect and ±100 for the full control effect; nearly all actives have a fitted effect of over 55% in size
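qHTS in 1536-well format: reporter HEK293 cells expressing constitutive GLP-1R activity in DMEM + 10% Nu serum, 24 hr with compounds at 37 deg C, luminescence read after 12 min with detection reagent.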
Active calls of the source: *; ? = inconclusive; nt = not tested or not shown; [ ] = remark or other dose. Calls come from the whole dose curve; as a rule, active = well fitted curve in the direction sought with a large enough effect; inconclusive = small, poorly fitted or top-dose-only effect, or another doubt; inactive = no such curve, though single readings can be large; an effect the other way counts as inactive or inconclusive. Potency is the fitted concentration of half-maximal effect.

Letters: A = KB-V1 cytotox; B = HT1080 IDH1KD tx; C = TDP-43 yeast inh; D = GLP1R ag; E = HT1080NT lethal; F = SW480 rerep; G = KB-3-1 tox; H = HEK293 tox; I = GLP1R inv ag
> Cc1ccc(C(=O)Nc2nc(-c3ccccc3)ns2)cc1
  A: 0% | B: nt | C: 19% | D: nt | E: nt | F: nt | G: ? | H: -24% | I: 5%

> Cc1nc(NC(=O)/C=C/c2ccc(C(C)(C)C)cc2)sc1C(=O)N(C)C
  A: ? | B: 2% | C: 22% | D: 15% | E: 3% | F: 5% | G: 2% | H: -5% | I: 9%

> Cc1ccc(N2C(=O)[C@@H]3[C@H](C2=O)[C@H]2C=CC=NN2[C@@H]3C(=O)Nc2ccccc2)cc1
  A: -3% | B: -13% | C: 1% | D: -1% | E: -4% | F: 1% | G: 7% | H: -20% | I: 8%

> O=C(OCC(=O)C12CC3CC(CC(C3)C1)C2)c1ccccn1
  A: 7% | B: 9% | C: 25% | D: 8% | E: 1% | F: -16% | G: -6% | H: -2% | I: 5%

> O=C(Nc1cccc(-c2nnc(-c3ccco3)o2)c1)C(c1ccccc1)c1ccccc1
  A: ? | B: -21% | C: -17% | D: -2% | E: -2% | F: -1% | G: -18% | H: 11% | I: 8.9µM*

> Cc1ccc(CCNC(=O)C2=CCN(S(=O)(=O)c3ccccc3)CC2)cc1
  A: -30% | B: 0% | C: 5% | D: 0% | E: -1% | F: ? | G: 5% | H: -10% | I: ?

> CC1(C)CC(=O)C(C=NCCN2CCN(C3CC(=O)N(c4ccc(F)cc4)C3=O)CC2)=C(O)C1 (configuration not stated)
  A: 1% | B: 15% | C: 18% | D: -10% | E: 4% | F: 3% | G: -8% | H: -1%[0.307 µM] | I: 16%[0.307 µM]

> COc1ccc(-c2c3c([nH]c(=S)c2C#N)CCC3)cc1
  A: 13% | B: 4% | C: 14% | D: -5% | E: 18% | F: 1% | G: ? | H: 6% | I: 14%

> CCC(CC)c1nnc(NC(=O)c2cc(C(=O)OC)cc([N+](=O)[O-])c2)s1
  A: 3% | B: -2% | C: 10% | D: 1% | E: 7% | F: 6% | G: 0% | H: -4% | I: 10%

> COC(=O)C1CCN(C(=O)c2sc3nc(-c4ccccc4)cn3c2C)CC1
  A: 0% | B: -8% | C: ? | D: 0% | E: 0% | F: -12% | G: 15% | H: -11% | I: -5%

> COCCN(Cc1cc2cc(C)ccc2n2nnnc12)C(=S)Nc1ccc(C)cc1
  A: ? | B: -9% | C: -2% | D: 4% | E: -6% | F: -21% | G: -3% | H: 4% | I: 7%

> Cc1cccc(CN2C(=O)c3ccccc3S(=O)(=O)c3ccc(C(=O)NCCC4=CCCCC4)cc32)c1
  A: 1% | B: nt | C: 13% | D: 0% | E: nt | F: nt | G: -1% | H: -5% | I: ?

> CCC(Nc1ccc(-c2nc(-c3ccccn3)no2)cc1[N+](=O)[O-])c1ccccc1 (configuration not stated)
  A: 3% | B: nt | C: 8% | D: nt | E: nt | F: nt | G: 3% | H: -6% | I: 19%

> Cc1ccc(S(=O)(=O)CCC(=O)OCC(=O)NNC(=O)c2ccc([N+](=O)[O-])cc2)cc1
  A: -16% | B: 16% | C: 0% | D: 8% | E: 5% | F: -6% | G: -13% | H: 6% | I: 14%

> COc1ccccc1/C=C/C(=O)NCC(=O)N=Nc1c(O)[nH]c2ccccc12
  A: -1% | B: 9% | C: -4% | D: -4% | E: 1% | F: -6% | G: -4% | H: -12% | I: 15%

Complete entries as entered above. Screens in order: KB-V1 cytotox, HT1080 IDH1KD tx, TDP-43 yeast inh, GLP1R ag, HT1080NT lethal, SW480 rerep, KB-3-1 tox, HEK293 tox, GLP1R inv ag
`COc1ccccc1/C=C/C(=O)NCC(=O)N=Nc1c(O)[nH]c2ccccc12` as listed: -1%, 9%, -4%, -4%, 1%, -6%, -4%, -12%, 15%
`Cc1nc(NC(=O)/C=C/c2ccc(C(C)(C)C)cc2)sc1C(=O)N(C)C` as listed: ?, 2%, 22%, 15%, 3%, 5%, 2%, -5%, 9%
`COCCN(Cc1cc2cc(C)ccc2n2nnnc12)C(=S)Nc1ccc(C)cc1` as listed: ?, -9%, -2%, 4%, -6%, -21%, -3%, 4%, 7%
`CCC(Nc1ccc(-c2nc(-c3ccccn3)no2)cc1[N+](=O)[O-])c1ccccc1` (configuration not stated) as listed: 3%, nt, 8%, nt, nt, nt, 3%, -6%, 19%
`Cc1ccc(C(=O)Nc2nc(-c3ccccc3)ns2)cc1` as listed: 0%, nt, 19%, nt, nt, nt, ?, -24%, 5%

New compounds follow
Letters: A = KB-V1 cytotox; B = HT1080 IDH1KD tx; C = TDP-43 yeast inh; D = GLP1R ag; E = HT1080NT lethal; F = SW480 rerep; G = KB-3-1 tox; H = HEK293 tox; I = GLP1R inv ag
> O=C1CC2(CCN(C(=O)c3ccccc3Cl)CC2)Oc2ccccc21
  A: -16% | B: 5% | C: 17% | D: 9% | E: 2% | F: -47%[inhibitor] | G: -20% | H: -3% | I: ?

> CCOCCCN(C)C1CCN(C(=O)c2oc3ccccc3c2NC(=O)Cc2ccc(F)cc2)CC1
  A: -4% | B: -1% | C: -14% | D: -2% | E: -28% | F: 156% | G: -3% | H: -21% | I: ?

> COc1ccc(-n2nc(C(=O)O)c3ccccc3c2=O)c(OC)c1
  A: 1% | B: 8% | C: -12% | D: 6% | E: 0% | F: 2% | G: 6% | H: -8% | I: -9%

> O=C(NC1CC1)c1cccc(Br)c1
  A: 8% | B: 15% | C: 5% | D: 2% | E: 9% | F: 1% | G: 4% | H: -18% | I: -5%

> COc1ccc(NC(=O)CN(c2ccccc2)S(=O)(=O)c2ccccc2)c(OC)c1
  A: ? | B: 0% | C: 15% | D: 16% | E: -10% | F: 13% | G: -25% | H: -1% | I: ?

> COc1ccc(S(=O)(=O)N2CCC(C(=O)NCc3ccncc3)CC2)cc1Cl
  A: 1% | B: -3% | C: -7% | D: 13% | E: -10% | F: -19% | G: 4% | H: 0% | I: 2%

> NNC(=S)Nc1ccc(Cl)cc1
  A: 2% | B: -6% | C: 6% | D: 2% | E: 0% | F: -1% | G: 3% | H: -1%[0.307 µM] | I: -6%[0.307 µM]

> Cc1ccc(C)c(-n2c(-c3cccnc3)n[nH]c2=S)c1
  A: 5% | B: 7% | C: -3% | D: 9% | E: 6% | F: -6% | G: 8% | H: -9% | I: -4%

> COc1ccc(CNC(=O)C2CCN(S(=O)(=O)c3c(C)n[nH]c3C)CC2)cc1
  A: 0% | B: 16% | C: 9% | D: -8% | E: -1% | F: -1% | G: -5% | H: 54%[activator] | I: 22%

> O=C(CSc1nnc(-c2ccccc2)n1Cc1ccco1)Nc1ccc2c(c1)OCCO2
  A: -21% | B: 1% | C: 8% | D: 7% | E: 0% | F: 0% | G: 23% | H: 0% | I: 0%

> COc1ccc(CNC(=O)CCc2c(C)nn(-c3ccc(N4CCOCC4)nn3)c2C)c(OC)c1
  A: 24% | B: nt | C: 21% | D: nt | E: nt | F: nt | G: -2% | H: 2% | I: 9%

> CC1=NN(C(C#N)c2ccccc2O)C(C)(C)C1 (configuration not stated)
  A: 0% | B: 15% | C: -12% | D: 2% | E: 2% | F: 3% | G: 0% | H: 2% | I: 5%

> COc1ccc(S(=O)(=O)Nc2ccc3c(c2)OCO3)cc1Cl
  A: ? | B: -12% | C: ? | D: 11% | E: -1% | F: 24% | G: -1% | H: -4% | I: ?

> CN(c1ccccc1)c1cc(Br)nc(Br)c1
  A: 21µM* | B: -20% | C: 14µM* | D: 20% | E: -26% | F: -8% | G: ? | H: 5% | I: -24%

> CCn1c(-c2ccccc2O)n[nH]c1=S
  A: -13% | B: ? | C: -20% | D: -8% | E: ? | F: 9% | G: -6% | H: 6% | I: 1%

> CC(C)(C)OC(=O)C[C@@H]1C/C=C\C[C@H](CC(=O)N(CCO)Cc2ccccc2)C(=O)N2CCC[C@@H]2COC1=O
  A: 21% | B: 9% | C: 25% | D: 4% | E: 0% | F: -10% | G: 23% | H: -28% | I: 3%

> COc1ccccc1/C=N/N1CCN(Cc2ccccc2Cl)CC1
  A: -4% | B: 19% | C: 13% | D: 1% | E: ? | F: 0% | G: -5% | H: 4% | I: ?

> Cc1ccc(-c2onc3ccc(C4(C)OCCO4)cc23)cc1
  A: 9% | B: 4% | C: 7% | D: 7% | E: 12% | F: -1% | G: 20% | H: 25% | I: 40%[activator]

> COC(=O)c1ccc2c(=O)[nH]c(CSc3nc(-c4ccc(F)cc4)cs3)nc2c1
  A: 12% | B: 22% | C: 1% | D: 0% | E: 21% | F: -1% | G: 12% | H: 20% | I: 27%

> C=CCNC(=S)N/N=C/c1cccc([N+](=O)[O-])c1
  A: 11% | B: 11% | C: 20% | D: 15% | E: 11% | F: -11% | G: ? | H: ? | I: ?

> O=S(=O)(Nc1cccc2ncccc12)c1cccs1
  A: ? | B: ? | C: ? | D: -4% | E: -8% | F: 6.5µM* | G: ? | H: ? | I: ?

> CCOc1ccc(OCC)c(NC(=O)CSc2nnnn2CC)c1
  A: 0% | B: -5% | C: 13% | D: 7% | E: -15% | F: 3% | G: 16% | H: 7% | I: -13%

> Cc1cn([C@H]2C[C@H](O)[C@@H](CNCc3ccc(CN(C)S(C)(=O)=O)o3)O2)c(=O)[nH]c1=O
  A: 4% | B: 2% | C: 25% | D: -3% | E: 2% | F: nt | G: 14% | H: 8% | I: 0%

> CCc1c(C#N)sc(C(N)=O)c1CC
  A: -2% | B: -9% | C: 6% | D: -1% | E: -20% | F: -7% | G: -11% | H: -22% | I: -33%

> COC(=O)C1=C(C(=O)OC)[N+]2=C3N(C(=O)NC2(C)C)[C@H](CO)C[C@@]32c3ccccc3N(Cc3ccccc3)[C@@H]12
  A: 0% | B: -1% | C: -29% | D: 1% | E: -5% | F: ? | G: -25% | H: 3% | I: 1%
